# DT40 TDP1 no CPT = qHTS for Inhibitors of human tyrosyl-DNA phosphodiesterase 1 (TDP1): qHTS in cells in absence of CPT; DT40 Tdp1-/- hTDP1 cells, no CPT, ATP luminescence, 48 h; Potency, µM (doses to about 46.2 µM), inactives show at the highest dose activity change, negative = growth inhibition, actives largely listed as inhibitors; 420,000 compounds, 15% hits; AID 686978, 2013; note: nearly all actives have a fitted effect of over 55% in size
#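 Seeded 400 DT40-hTDP1 cells/well (vehicle DMSO, no 20 nM CPT); pinned compounds; ≥48 hr at 37 °C; CellTiter-Glo luminescence as viability measure.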
# KAT2A inh = inhibitors of human GCN5L2 histone acetyltransferase. Q92830. GCN5L2 HAT assay, ThioGlo1 CoA-SH fluorescence. Potency, µM (series often up to 58.9 µM), without a hit: top-dose activity change, negative = inhibition, most hits filed as inhibitors. 390,000 compounds, 0.21% hits. AID 504327
# Target sequence (Q92830 whole entry, looked up): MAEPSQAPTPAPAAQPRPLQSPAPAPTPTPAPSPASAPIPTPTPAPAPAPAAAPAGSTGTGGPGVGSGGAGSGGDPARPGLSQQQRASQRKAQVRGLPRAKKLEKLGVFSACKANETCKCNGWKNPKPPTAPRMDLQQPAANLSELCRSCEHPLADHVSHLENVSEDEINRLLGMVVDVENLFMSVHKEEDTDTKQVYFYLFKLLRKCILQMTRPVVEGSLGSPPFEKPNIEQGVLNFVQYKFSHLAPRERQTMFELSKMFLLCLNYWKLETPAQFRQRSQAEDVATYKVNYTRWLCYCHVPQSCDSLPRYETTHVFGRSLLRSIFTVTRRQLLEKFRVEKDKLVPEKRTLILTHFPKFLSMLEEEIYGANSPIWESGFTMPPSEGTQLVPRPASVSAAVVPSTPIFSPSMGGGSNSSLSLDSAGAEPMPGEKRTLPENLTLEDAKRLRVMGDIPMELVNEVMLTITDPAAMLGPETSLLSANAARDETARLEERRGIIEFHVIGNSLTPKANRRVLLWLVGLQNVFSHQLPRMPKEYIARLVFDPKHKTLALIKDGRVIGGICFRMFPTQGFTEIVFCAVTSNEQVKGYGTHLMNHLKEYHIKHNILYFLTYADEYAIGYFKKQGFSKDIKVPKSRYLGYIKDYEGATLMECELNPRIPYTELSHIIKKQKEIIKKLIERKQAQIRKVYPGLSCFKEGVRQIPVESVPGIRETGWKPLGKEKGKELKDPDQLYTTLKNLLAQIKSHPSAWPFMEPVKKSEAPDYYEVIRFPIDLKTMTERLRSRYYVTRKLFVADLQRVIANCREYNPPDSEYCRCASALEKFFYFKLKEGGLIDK
#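 Compounds, pin-transferred from DMSO stocks, meet 20nM GCN5L2 for 15 min before the reaction begins with H3(1-25) peptide (75uM) and acetyl-CoA (70uM). Thiol-reactive ThioGlo1 reports CoA release over 20 min at room temperature.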
# DT40 TDP1 CPT = DT40-hTDP1 cell growth loss with CPT | chicken DT40 Tdp1-/-;hTDP1 cells + 20 nM CPT, ATP luminescence, 48 h | Potency, µM (doses to about 46.2 µM), for the others: top-dose activity change, negative = growth inhibition, actives largely listed as inhibitors | 420,000 compounds, 12% hits | AID 686979; note: nearly all actives have a fitted effect of over 55% in size
#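 Cell growth measured by CellTiter-Glo luminescence after a minimum 48 h, 37 C compound exposure with 20 nM CPT in Tdp1-knockout DT40 cells stably expressing hTDP1, seeded 400/well; qHTS titration format.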
# * hit, by the source's call; ? = inconclusive; / = not tested or not shown. Calls come from the whole dose curve; as a rule, active = well fitted curve in the direction sought with a large enough effect; inconclusive = small, poorly fitted or top-dose-only effect, or another doubt; inactive = no such curve, though single readings can be large; an effect the other way counts as inactive or inconclusive. % is set by controls: 0 for no effect and ±100 for the full control effect; potency is the fitted concentration of half-maximal effect. No enrichment for hits; any-hit rate near 18%.
smiles,DT40 TDP1 no CPT,KAT2A inh,DT40 TDP1 CPT
Cc1ccccc1-c1nccc(NCc2cccs2)n1,?,-26%,?
CC12CCC(C(=O)NCc3ccccn3)(OC1=O)C2(C)C (configuration not stated),-1%,-4%,-16%
COc1ccc(-c2nnc(SCC(=O)N3CCC(C)CC3)o2)cc1,?,-14%,?
COC(=O)C1=CN(c2ccc(Cl)cc2)C=C(C(=O)OC)C1c1ccc([N+](=O)[O-])cc1,-23%,-10%,?
CCN(CC)S(=O)(=O)c1ccc(N2CCOCC2)c(NC(=O)COc2ccc(C#N)cc2)c1,?,7%,?
Cc1ccc2c(c1)/C(=N/O)CCS2,1%,-8%,-1%
CCN(CC)S(=O)(=O)c1cccc(C(=O)NN2Cc3ccccc3C2=N)c1,-21%,0%,2%
C[C@H](CO)N1C[C@H](C)[C@@H](CN(C)C(=O)Nc2ccc3c(c2)OCO3)Oc2c(NC(=O)C3CC3)cccc2C1=O,-3%,-1%,-2%
CC(C)N(Cc1ccccc1)C(=O)c1cc2ccc3cccnc3c2[nH]1,18µM*,1%,16µM*
COc1cc(/C=C2\CC(C(C)(C)C)C/C(=C\c3cc(OC)c(OC)c(OC)c3)C2=O)cc(OC)c1OC (configuration not stated),9.2µM*,-1%,15µM*
COc1ccc(CCn2c(=N)c(C(=O)NCC3CCCO3)cc3c(=O)n4ccccc4nc32)cc1 (configuration not stated),8.2µM*,-17%,5.8µM*
CC(C)Oc1cccc(C(=O)C2CCCN(C(=O)c3ccoc3)C2)c1 (configuration not stated),-88%,2%,-76%
Cc1cc(Sc2nc(N(C)C)nc(N(C)C)n2)nc(Cl)n1,17%,9%,-9%
COc1ccc(N(CC(=O)Nc2cc(OC)ccc2OC)S(=O)(=O)c2c(C)nn(C)c2C)cc1,?,-2%,21µM*
COc1ccc(OCC(=O)Nc2ccc3nn(-c4ccc(OC)cc4)nc3c2)cc1,1%,-4%,?
COc1cc(/C=C2\SC(N3CCC(C)CC3)=NC2=O)ccc1O,?,-25%,-23%
O=C(NCC1CCCO1)c1ccc(COc2ccccc2)o1 (configuration not stated),-27%,-4%,1%
CCCCN(CCCC)Cc1ccc(N)cc1,-12%,?,-16%
COc1ccc(CNC(=O)c2ccc3c(=O)n(CCCN4CCCC4=O)c(=S)[nH]c3c2)cc1,?,-6%,-13%
NC(N)=Nc1nc(-c2ccccc2)c2cc(F)ccc2n1,12µM*,-3%,21µM*
CCN(CC)S(=O)(=O)c1cccc(N=NC2=C(O)CCCC2=O)c1,-25%,-9%,-1%
O=C(/C=C/c1ccco1)N1CCN(C/C=C/c2ccccc2)CC1,?,3%,?
COc1ccc(NC2=NCCCCC2)cc1,0%,-12%,1%
CC(=O)N1CCc2c(sc(NC(=O)Cc3ccccc3)c2C(N)=O)C1,-7%,2%,-14%

# Among those listed so far, these contain an NH in an aromatic ring:
smiles,DT40 TDP1 no CPT,KAT2A inh,DT40 TDP1 CPT
CC(C)N(Cc1ccccc1)C(=O)c1cc2ccc3cccnc3c2[nH]1,18µM*,1%,16µM*
COc1ccc(CNC(=O)c2ccc3c(=O)n(CCCN4CCCC4=O)c(=S)[nH]c3c2)cc1,?,-6%,-13%

# (further entries)
smiles,DT40 TDP1 no CPT,KAT2A inh,DT40 TDP1 CPT
O=C(Cn1cc(C(F)(F)F)ccc1=O)NCCc1ccc(Cl)cc1Cl,-9%,-7%,-5%
O=C(CSc1nccn1Cc1ccco1)Nc1ccccc1,?,-16%,?
CC1(C)CC2(CCO1)OC(=O)CC2C(=O)NCCc1ccccc1 (configuration not stated),1%,39%,-29%
Cc1nc2ccc(N)cc2s1,-18%,1%,0%
CCCc1cc(=O)[nH]c(SCC(=O)NC)n1,-1%,-5%,-23%
O=C(CSc1nc2ccccc2c(=O)n1CC1CCCO1)Nc1ccc(F)cc1 (configuration not stated),?,-6%,?
CCOC(=O)c1c(SCC(=O)Nc2nccs2)nc(C)c(C)c1C,?,0%,?
CN(C)c1ccc(-c2nnn(CC(=O)Nc3ccc4c(c3)OCCO4)n2)cc1,-23%,1%,-13%
COc1cc(C(=O)NCCCNC(=O)c2cc(OC)c(OC)c(OC)c2)cc(OC)c1OC,0%,/,5%
O=C(c1ccccc1)c1ccc(C(=O)N2CCN(c3ccc(F)cc3)CC2)o1,12µM*,-2%,?
O=C(C[C@H]1C[C@@H]2c3cc(NC(=O)Nc4ccccc4F)ccc3O[C@@H]2[C@H](CO)O1)NCc1ccccn1,16µM*,/,?
COc1ccc(CNc2ccc([N+](=O)[O-])cn2)cc1,?,-20%,?
Cc1cc(Br)ccc1NC(=O)COc1cc(=O)n(C)c2ccccc12,?,-3%,?
CCOC(=O)CN1C(=N)N(c2nc(NC(C)C)nc(OC)n2)CC1=O,-11%,4%,-6%
O=C(Nc1ncc(C(F)(F)F)cc1Cl)C1COc2ccccc2O1 (configuration not stated),-21%,-26%,-15%
COc1ccc(N2CCN(C(=O)C3CCCO3)CC2)cc1 (configuration not stated),-7%,-21%,-6%
O=C(NC1CCN(Cc2ccccc2)CC1)c1cc(Br)c(Br)[nH]1,16µM*,-12%,18µM*
O=C(NC1CCCC1)C(c1ccsc1)N(Cc1ccco1)C(=O)Cc1cccs1 (configuration not stated),?,-7%,?
O=C(CSc1nnc(-c2cccnc2)s1)Nc1ccccc1,8%,0%,-10%
Cc1ccccc1Nc1nc(N)nc(CSc2nnc3ccccn23)n1,2%,-2%,0%
CCOc1cccc2sc(NN)nc12,?,-11%,-14%
O=C(c1ncn(Cc2ccccc2)c1C(=O)N1CCc2ccccc2C1)N1CCc2ccccc2C1,-21%,2%,?
CC(C)N1CCC(N2CCN(Cc3cccc4nonc34)CC2CCO)CC1 (configuration not stated),-2%,0%,13%
O=C(NNC(=O)c1csc(-c2cccnc2)n1)Nc1ccc(Cl)cc1,-26%,-18%,-15%
COc1ccccc1C(=O)NNC(=O)CCN1C(=O)/C(=C\c2ccccc2)SC1=S,-26%,-17%,1%
O=[N+]([O-])c1ccc(S(=O)(=O)CC2CSc3nc4ccccc4n32)cc1 (configuration not stated),12µM*,-2%,13µM*
Cc1ccc(S(=O)(=O)N2CCN(Cc3ccccc3C(F)(F)F)CC2)cc1,-33%,1.6µM*,-9%
CC1=CC(C)(C)N(C(=O)CN2C(=O)c3ccccc3C2=O)c2ccc(C)cc21,-26%,-13%,?
C=CCOC(=O)C1=C(C)OC(N)=C(C#N)C1c1ccco1 (configuration not stated),-1%,-12%,?
Cc1ccc(NC(=O)c2ccccc2-c2cc(C)no2)cc1,23%,-12%,-1%
O=C(Nc1ccon1)c1cc2c(s1)CCCCCC2,-13%,-2%,-4%
O=C(C1=C[C@@H](C2CCCCC2)C[C@@H](OCc2ccc(CO)cc2)O1)N1CCN(Cc2ccccc2)CC1,16µM*,-5%,21µM*
CCn1c(SCC(=O)c2ccc(F)cc2)nnc1-c1ccoc1C,-13%,0%,?
CC(C)(C)OC(=O)[C@H](Cc1ccccc1)NC(=O)c1nc[nH]c1C(=O)NCCCCCN,?,0%,-21%
CCN(C(=O)CSc1nc2ccccc2c(=O)n1-c1cccc(C)c1)C1CCS(=O)(=O)C1 (configuration not stated),?,-4%,16µM*
Cc1cc(C(=O)NNS(=O)(=O)c2ccc(F)cc2)nn1C(C)(C)C,4%,-1%,0%
CCOc1cccc2cc(C(N)=O)c(=N)oc12,-26%,-3%,-28%
COc1cccc(CNC(=O)c2ccc(NC(=O)N3CC(C)Sc4ccccc43)cc2)c1 (configuration not stated),15µM*,-2%,18µM*
Cc1cc(O)ccc1C1(c2ccc(O)cc2C)OC(=O)c2ccccc21,-7%,-9%,-9%
Cc1cc(C)nc(NC(=O)Cc2ccc(Cl)cc2)c1,-8%,-25%,0%
Cc1ccc(S(=O)(=O)NC(=O)C2(C)CCN2C(=O)CC2CCCC2)nc1 (configuration not stated),-7%,/,-23%
CC(=O)Nc1cccc(NC(=O)C(C)N2c3cccc4cccc(c34)S2(=O)=O)c1 (configuration not stated),-20%,-6%,0%
C=CC[N+]1(CC#Cc2ccccc2)CCCC1,?,-3%,?
Cc1ccc(S(=O)(=O)NCC(C)NC(=O)CN2CCOCC2)cc1 (configuration not stated),-7%,1%,-1%
Cc1cccn2c(=O)c(C=O)c(N3CCC4(CC3)OCCO4)nc12,-30%,-7%,0%
CC(C)c1cccc(C(C)C)c1NC(=O)c1ccccc1,18%,-3%,-4%
CC(NC(=S)Nc1ccccc1C(F)(F)F)C1CC2CCC1C2 (configuration not stated),-26%,6%,2%
Clc1ccccc1-c1nc(Nc2ccccc2)nc2ccc(Br)cc12,18µM*,-3%,?
CC(C)Cn1c(SCC(=O)N(C)C2CCS(=O)(=O)C2)nc2cc(Cl)ccc2c1=O (configuration not stated),-26%,-8%,-23%
O=S(=O)(N1CCOCC1)N1CCN(c2ccc(F)cc2)CC1,4%,0%,-24%
CNCCCOc1cccc(Oc2ccccc2)c1,?,2%,?
O=C(COc1ccccc1)Nc1nnc(-c2ccc(Cl)s2)o1,?,-7%,-5%
O=C(CSc1nnc(-c2ccncc2)n1-c1ccccc1)Nc1ccc(F)cc1,-10%,3%,9%
O=C(Cn1nc(C(=O)O)c2ccccc2c1=O)Nc1ccc(Br)cc1,-20%,-2%,-1%
COc1ccc(-n2nnnc2SCC(=O)NCc2ccco2)cc1OC,-3%,-3%,3%
CC(C)CC(=O)NC(NC(=O)CC(C)C)c1cccc([N+](=O)[O-])c1,-4%,-1%,18%

# 5 entries from above, with values under each structure.
# Sequence of screens – DT40 TDP1 no CPT, KAT2A inh, DT40 TDP1 CPT
> COc1ccc(OCC(=O)Nc2ccc3nn(-c4ccc(OC)cc4)nc3c2)cc1
  1%, -4%, ?
> COc1ccc(-n2nnnc2SCC(=O)NCc2ccco2)cc1OC
  -3%, -3%, 3%
> CC1(C)CC2(CCO1)OC(=O)CC2C(=O)NCCc1ccccc1 (configuration not stated)
  1%, 39%, -29%
> CC(C)CC(=O)NC(NC(=O)CC(C)C)c1cccc([N+](=O)[O-])c1
  -4%, -1%, 18%
> O=C(Nc1ccon1)c1cc2c(s1)CCCCCC2
  -13%, -2%, -4%

# (listing goes on)
smiles,DT40 TDP1 no CPT,KAT2A inh,DT40 TDP1 CPT
COc1ccc(-c2c(C(C)=O)c(C)nc3sc4c(=O)[nH]nnc4c23)cc1,?,0%,?
Cc1ccc(CN2[C@@H]3c4ccccc4C[C@@H]3OCCS2(=O)=O)cc1,?,?,?
Cc1ccccc1CSCC(=O)NC(=O)NCc1ccco1,-1%,-3%,-1%
COC(=O)C1CN(C(=O)COc2ccc(Cl)cc2C)c2ccccc2O1 (configuration not stated),16%,-5%,2%
O=C(CSc1nnc(Cc2cccs2)n1C1CC1)NC1CCS(=O)(=O)C1 (configuration not stated),5%,1%,-12%
COc1cc(OC)cc(-c2noc([C@@H]3O[C@H](CO)[C@H](O)[C@H](O)[C@H]3O)n2)c1,-7%,/,3%
CCOc1ccc2[nH]c(=O)c(CN(CCO)C(=O)c3ccc(OC)c(OC)c3)cc2c1,-3%,-3%,-20%
O=C(Nc1nc(-c2ccc(Cl)cc2)cs1)C1CCCO1 (configuration not stated),23µM*,2%,?
COc1cccc(C(NC(C)=O)c2nc(-c3cccc(C#N)c3)cs2)c1 (configuration not stated),?,/,29µM*
O=C1NCCN(C(=O)CCc2nnc(-c3ccsc3)o2)C1c1ccc(F)cc1 (configuration not stated),-16%,-8%,2%
CC1([N+](=O)[O-])COC(c2cccc3ccccc23)OC1 (configuration not stated),-3%,/,-13%
COc1ccc(CCNCC(=O)Nc2ccccc2C(F)(F)F)cc1,?,1%,?
COc1ccc(S(=O)(=O)N2CCCCC2)cc1NC(=O)CN(Cc1ccco1)Cc1ccco1,?,-10%,?
Cc1cc(C)n2nc(-c3ccccc3)c(-c3ccccc3)c2n1,?,-9%,?
C=CCNC(=S)N1N=C(c2ccco2)CC1c1ccco1 (configuration not stated),-28%,/,-10%
CC(C)C12CN3CC(C(C)C)(CN(C1)C3c1ccco1)C2=O (configuration not stated),-14%,-4%,-2%
O=C(C1CCCN(S(=O)(=O)c2ccc(F)cc2)C1)N1CCOCC1 (configuration not stated),-29%,/,6%
